HT1080 IDH1KD tx = HT-1080 IDH1 knockdown cell toxicity (counter line); hit rate 2% among 360,000; AID 686971; Potency, µM (doses to about 46.1 µM), for inactives: at the highest dose activity, negative = toxicity, actives largely listed as cytotoxic; HT-1080 IDH1 knockdown viability, ATP luminescence, 48 h;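 also: potency is read from the fitted curve at half-maximal effect; 0% = DMSO wells and -100% = cell-free medium wells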
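IDH1KD HT-1080 cells, 750/well, RPMI + 5% FBS; compound pinned after 2 h settling; 48 h, 37 °C; CellTiter-Glo luminescence; % activity normalised to DMSO and no-cell wells; curves fitted, classed by r2 and efficacy.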
IL1B secr inh = inflammasome signaling inhibition, IL-1 beta readout; THP-1 LPS/ATP IL-1B secretion, AlphaLISA, 16 h; stronger effect = lower value; activity change, % at 57.5 µM; hit rate 4.7% among 360,000; AID 743279; in the data active = activity change below about -50%; inconclusive = mostly about -30% to -49%; also: % is scaled to controls: 0 for no effect and ±100 for the full control effect
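Secreted IL-1B measured by AlphaLISA bead assay after 16 h compound exposure of THP-1 cells; compounds (final up to 57.5 uM) added 1 h before LPS (250 ng/mL) and ATP (1.25 mM) stimulation; lower signal means less secretion.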
ATXN2 expr inh = ATXN2 expression inhibition; HEK-293 ATXN2-luciferase reporter, luminescence, 24 h; Potency, µM (series often up to 57 µM), inactives show at the highest dose activity change, negative = inhibition, usual class: inhibitors; hit rate 0.72% among 360,000; also: potency is read from the fitted curve at half-maximal effect; % is scaled to controls: 0 for no effect and ±100 for the full control effect; nearly all actives have a fitted effect of over 55% in size
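qHTS (up to 57 uM final) was run with 24 h compound exposure of reporter cells at 37 °C. Each well was multiplexed: SteadyGlo luminescence measured ATXN2-luciferase expression after a fluorogenic Gly-Phe-AFC viability readout (25 uM final).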
S2 tox = viability counter-screen for ATXN expression inhibitors. S2 cells (HEK-293 line with an ATXN2-luciferase reporter) viability, CellTiter-Fluor protease fluorescence, 24 h. Potency, µM (highest dose often 56.7 µM), most hits filed as cytotoxic. hit rate 0.49% among 400,000; also: potency is read from the fitted curve at half-maximal effect; nearly all actives have a fitted effect of over 40% in size
KB-3-1 cytotox = KB-3-1 parental cell cytotoxicity; Potency, µM (doses to about 46.1 µM), without a hit: top-dose activity change, negative = cytotoxic, actives largely listed as cytotoxic; hit rate 1.4% among 400,000; KB-3-1 viability, CellTiter-Glo ATP luminescence, 72 h; AID 1347075; also: potency is read from the fitted curve at half-maximal effect; % is scaled to controls: 0 for no effect and ±100 for the full control effect; nearly all actives have a fitted effect of over 60% in size
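Parental KB-3-1 viability, qHTS format: 72 h compound exposure, 37 °C; CellTiter-Glo; media-only wells and DMSO plates as controls; concentration-effect fits on corrected data.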
HepG2 tox = HepG2 cytotoxicity, counter-screen for TGF-b inhibitors; hit rate 0.76% among 410,000; HepG2 CAGA-GFP viability, ATP luminescence, 18 h; AID 588856; Potency, µM (series often up to 46.1 µM), inactives show at the highest dose activity change, negative = cytotoxicity, usual class: cytotoxic; also: potency is read from the fitted curve at half-maximal effect; some results filed as inactive show a strong effect at the top dose
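HepG2 CAGA-GFP cells (1000/well, DMEM with 1% FBS) received compound, then TGF-beta at 500 pg/mL final, and were incubated 18 hours at 37 degrees C. Viability was read by CellTiter-Glo luminescence. Media-only wells were set as complete cell-killing and DMSO as no toxicity.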
HT1080-NT tox = kills 2HG-producing HT-1080-NT fibrosarcoma cells | HT-1080-NT fibrosarcoma viability, CellTiter-Glo ATP luminescence, 48 h | Potency, µM (doses to about 46.1 µM), for the others: at the highest dose activity, negative = less viability, actives largely listed as cytotoxic | AID 686970 | hit rate 1.6% among 360,000;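 also: NT is the 2HG producing partner of a matched IDH1 knockdown line; potency is read from the fitted curve at half-maximal effect; 0% = DMSO-treated cells and -100% = media-only wells without cells; nearly all actives have a fitted effect of over 55% in size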
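Viability by CellTiter-Glo luminescence after 48 h compound exposure at 37C of HT-1080-NT cells (750/well, RPMI, 5% FBS). % activity scaled between DMSO wells and medium-only wells, then curve-fitted and categorized by curve class.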
SW480 rerep = induces DNA re-replication in SW480 colon adenocarcinoma cells; SW480 DNA re-replication, Hoechst DNA content imaging, 48 h; Potency, µM (series often up to 46.1 µM), inactives show at the top dose re-replication activation, most hits filed as activators; hit rate 1.8% among 340,000; AID 624297; also: potency is read from the fitted curve at half-maximal effect; % of control where 0% means no effect; nearly all actives have a fitted effect of over 55% in size
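Compounds, transferred as 23 nL by pin tool, were incubated with cells for 48 hr; DNA content per nucleus was then quantified by Hoechst staining and fluorescence plate imaging.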
MCF10A rerep = inducers of DNA re-replication in MCF 10A breast cells. MCF 10A DNA re-replication, Hoechst nuclear intensity, 48 h. Potency, µM (highest dose often 46.1 µM), without a hit: top-dose activity, positive = re-replication, usual class: activators. hit rate 2.9% among 350,000. AID 624296; also: potency is read from the fitted curve at half-maximal effect; % of control where 0% means no effect; nearly all actives have a fitted effect of over 50% in size
Starred values were filed as active, the others as inactive; i = inactive; ? = inconclusive; · = no result given; & = joins results of further samples; [ ] = dose if it differs, or a comment. Unless noted, calls follow the shape of the dose curve; as a rule, active = well fitted curve in the direction sought with a large enough effect; inconclusive = small, poorly fitted or top-dose-only effect, or another doubt; inactive = no such curve, though single readings can be large; an effect the other way counts as inactive or inconclusive.

SMILES	HT1080 IDH1KD tx	IL1B secr inh	ATXN2 expr inh	S2 tox	KB-3-1 cytotox	HepG2 tox	HT1080-NT tox	SW480 rerep	MCF10A rerep
COCc1cc(=O)[nH]c2cc(NC(=O)C(F)(F)F)c(C)cc12	0%	32	-10%	i	-6%	-5%	2%	-3%	0%
CC(=O)Nc1ccc(S(=O)(=O)Nc2cc3c(cc2C(C)=O)OCO3)cc1	-17%	9	20%	i	-26%	5%	-4%	2%	21%
Cc1sc2ncnc(N3CCC(C(=O)NNC(=O)COc4ccccc4F)CC3)c2c1C	-5%	6	3%	?	-2%	-11%	3%	1%	?
O=C(CN1CCOc2ccccc21)NC1CC1	-6%	15	2%	i	14%	-2%	-6%	4%	-1%
CC(=O)c1c(O)c2ccccc2n(C)c1=O	2%	29	5%	i	0%	-33%	-3%	-2%	-2%
O=S(=O)(NCCSc1nnnn1-c1ccccc1)c1cccs1	1%	-13	28%	i	-14%	-6%	4%	9%	-10%
O=C(CCS(=O)(=O)c1ccc2c(c1)NC(=O)CO2)NCCc1ccccc1	-3%	0	-3%	i	-5%	-42%	11%	-3%	-1%
CCOC(=O)C1C(C(=O)OC)=C(C2=CCCCC2)c2ccccc2N1S(=O)(=O)C(F)(F)F (stereo unspecified)	-1%	25	?	?	0%	-24%	-3%	-24%	?
O=C(NCC(c1ccco1)N1CCCCC1)c1ccc(S(=O)(=O)Nc2ccccc2)cc1 (stereo unspecified)	-18%	-21	1%	i	-8%	-11%	-26%	-58%[inhibitor]	?
Cc1ccc(/C=N/NC(=S)Nc2cccc(S(=O)(=O)N(C)C)c2)o1	-22%	8	·	i	?	5%	-16%	23µM*	?
COC(=O)CCCC1=CC2=C(c3ccccc3)C(=O)C(C)(OC(=O)C3CCCC3)C(=O)C2=CN1C(CO)CO (stereo unspecified)	-1%	36	-3%	i	-1%	-8%	2%	0%	-5%
CN(C)S(=O)(=O)c1cccc(NC(=O)c2cc3c(cc2Cl)N2CCCCCC2=NS3(=O)=O)c1	0%	37	-4%	i	-5%	-5%	?	1%	-1%
COc1cc(/C=N/NC(=O)Nc2cccc3nsnc23)cc(OC)c1OC	16%	-13	?	·	3%	6%	10%	?	3.3µM*
Cc1ccc(F)cc1-c1nc(NC(C)C)nc2cc(-c3ccccc3)sc12	?	?	1%	i	-5%	-17%	-16%	·	·
C=CC[C@@H](CC(=O)N[C@H](CO)Cc1ccccc1)C(=O)N[C@H](COC(=O)[C@@H](CC=C)Cc1ccc(F)cc1)C(C)(C)C	-22%	?	?	?	21µM*	-26%	?	?	?
COc1ccc(C(C)(C)C)cc1NC(=O)c1cc(S(=O)(=O)N(C)C)ccc1N1CCCC1	-16%	-1	1%	i	-8%	-3%	-11%	1%	8%
CC(=O)Nc1ccc(SCCN2CC[C@@H](C)CCC2=O)cc1	1%	-1	8%	i	28%	14%	3%	-15%	-15%
O=C(c1cc(-c2ccco2)on1)N1CCc2ccccc2C1	-12%	23	11%	i	-5%	-16%	-5%	1%	-3%
Cc1ccc(S(=O)(=O)N2CCOCC2)cc1C(=O)NC1CCSc2ccccc21 (stereo unspecified)	12%	-8	-5%	i	0%	-10%	13%	?	-9%
CC(CC(=O)O)CC(=O)NNC(=O)c1cccc(Br)c1 (stereo unspecified)	5%	8	27%	i	22%	-8%	20%	0%	-5%
Cc1ccc(OCCSc2nnc(C)c(=O)n2N)cc1	3%	2	-7%	i	-15%	-50%	3%	?	2%
OCC1OC(n2cnc3ncccc32)C(O)C1O (stereo unspecified)	?	16	-12%	i	2%	-31%	21µM*	·	·
CC(C)=CCOc1ccc([C@@H]2COc3c(ccc4c3C=CC(C)(C)O4)C2)c(O)c1	?	-20	?	25µM*	?	14µM*	?	-11%	21µM*
Cc1ccccc1CN1CC2=C(CCN(Cc3ccccc3)C2=O)N2CCN=C12	?	-17	?	i	?	-19%	?	·	·
CCOC(=O)CN1C(=N)N(c2nc(NC(C)C)nc(NC(C)C)n2)CC1=O	7%	17	9%	i	-2%	3%	-1%	3%	-2%
O=S(=O)(c1cc(Cl)ccc1Cl)N1CCCC1	-1%	-3	-3%	i	1%	-9%	-3%	-1%	-2%
O=C(CSC1=Nc2ccccc2N=C(c2ccc(F)cc2)C1)NCc1ccccc1Cl	·	·	-38%	?	2%	-31%	·	·	·
Cc1c(N2C(=O)/C(=C\c3cccc4ccccc34)SC2=S)c(=O)n(-c2ccccc2)n1C	-16%	-1	-9%	i	?	-12%	-16%	5%	18%
CCN(CC)C(=O)c1cccc(-c2csc(C(C)(NC(C)=O)c3ccc(OC)cc3)n2)c1 (stereo unspecified)	0%	-15	8%	?	0%	-13%	4%	·	·
Cc1cc(OCC(=O)Nc2cnn(CCCC(=O)O)c2)ccc1[N+](=O)[O-]	1%	3	-7%	i	-7%	-1%	3%	?	?

Exported with two lines to a compound: entries from further up
Order of results: HT1080 IDH1KD tx | IL1B secr inh | ATXN2 expr inh | S2 tox | KB-3-1 cytotox | HepG2 tox | HT1080-NT tox | SW480 rerep | MCF10A rerep
- O=C(c1cc(-c2ccco2)on1)N1CCc2ccccc2C1
→ -12% | 23 | 11% | i | -5% | -16% | -5% | 1% | -3%
- Cc1ccc(S(=O)(=O)N2CCOCC2)cc1C(=O)NC1CCSc2ccccc21 (stereo unspecified)
→ 12% | -8 | -5% | i | 0% | -10% | 13% | ? | -9%

Continuation.
SMILES	HT1080 IDH1KD tx	IL1B secr inh	ATXN2 expr inh	S2 tox	KB-3-1 cytotox	HepG2 tox	HT1080-NT tox	SW480 rerep	MCF10A rerep
CCc1cccc(CC)c1NC(=O)C1CCC(CNS(=O)(=O)c2cccc3nsnc23)CC1 (stereo unspecified)	·	·	-9%	i	-22%	-5%	·	·	·
COc1ccc(NC(=O)COc2ccc(/C=N/O)cc2OC)cc1	6%	-16	56%[activator]	i	6%	4%	?	-1%	-8%
COc1ccc(C(=O)NCCCNC(=O)c2ccco2)cc1OC	-10%	4	9%	i	?	0%	0%	-6%	-1%
NS(=O)(=O)c1ccc(CCNC(=O)c2cc(-c3ccc(Br)cc3)nc3ccccc23)cc1	?	-13	·	?	-14%	-83%	?	9%	?
O=C(NN=C1CCCCCCC1)c1ccccn1	-7%	-6	31%[activator]	i	3%	-7%	-5%	-5%	-2%
Cc1ccc(NC(=O)c2ccccc2)cc1-n1cnnn1	5%	-3	2%	i	6%	1%	8%	-2%	-9%
CCc1ccc(NCc2cc3ccc(OC)cc3n(CC(=O)Nc3ccccc3C)c2=O)cc1	·	·	1%	i	?	8%	·	·	·
COc1ccc(NC(=O)c2ccc3c(c2)C(=O)N(Cc2cccnc2)C3=O)c(OC)c1	-1%	28	4%	i	0%	-5%	-3%	-2%	10%
COc1ccc(CC(N)c2csc(NC(=O)Nc3ccccc3C(C)(C)C)n2)cc1 (stereo unspecified)	?	-52*	?	·	0%	-99%	?	·	·
CS(=O)(=O)N1CCC(C(=O)NCc2ccco2)CC1	8%	19	0%	i	0%	-4%	7%	13%	1%
Cc1cc(OC(=O)c2cc(Cl)nc3ccccc23)ccc1Cl	2%	0	4%	i	2%	-3%	-1%	7%	-3%
COc1cc(OC)c(OC)cc1/C=N/NC(=S)NCCN1CCOCC1	11%	1	-8%	i	-1%	-21%	-3%	0%	-2%
CCCCC(=O)N(C)c1c(CC)nc2c(OCC(=O)N3CCOCC3)cccn12	16%	31	16%	i	19%	-2%	-4%	·	·
CC(=O)N1c2ccc(S(=O)(=O)N3CCCC3)cc2CC1C(=O)NCc1ccc(N(C)C)cc1 (stereo unspecified)	9%	-7	13%	i	-9%	-9%	0%	-11%	-1%
COc1ccccc1NC(=O)c1ccc(CN2CCOCC2)cc1	15%	-6	1%	i	15%	-1%	4%	-8%	-2%
CN1CCN(C(=O)c2ccc3c(c2)N(Cc2ccc(F)cc2)C(=O)c2ccccc2S3=O)CC1 (stereo unspecified)	-2%	-14	-4%&4%	i	0%&9%	2%&-8%	6%	-2%	-1%
CCOC(=O)COc1ccccc1C(=O)c1cnn(-c2ccccc2)c1	0%	16	·	i	2%	-1%	4%	?	-11%
COCc1cc(C)nc(SCC(=O)Nc2nc(C)cs2)c1C#N	3%	-8	?	·	?	-4%	?	?	16µM*
COc1ccccc1CNC(=O)Cn1cccc1C(=O)c1ccccc1C	3%	-8	44%[activator]	i	?	-1%	7%	-2%	1%
COC(=O)c1cc(NC(=O)COC(=O)CN2C(=O)C3CC=CCC3C2=O)cc(C(=O)OC)c1 (stereo unspecified)	1%	?	-9%	i	3%	11%	-11%	0%	9%
O=C(COC(=O)c1cc[n+]([O-])cc1)Nc1ccc(F)c([N+](=O)[O-])c1	8%	-2	4%	i	-1%	10%	6%	2%	20%
COc1cccc(-c2cc(C(=O)N3CCN(C(c4ccccc4)c4ccccc4)CC3)no2)c1	-4%	-9	-7%	i	1%	-40%	-15%	4%	?
O=C(N/N=C\c1c[nH]c2ccccc12)c1ccc(O)cc1	-1%	-9	39%	i	-4%	-8%	1%	-9%	1%
N=c1c(C(=O)NC2CCCC2)cc2c(=O)n3ccccc3nc2n1CC1CCCO1 (stereo unspecified)	2%	10	-17%	·	?	-1%	-3%	?	?
COC(=O)C1=C(C(=O)c2ccc(C)cc2)C(c2ccccc2)n2nnnc2N1 (stereo unspecified)	-7%	22	1%	i	-10%	-1%	1%	-2%	8%
CN1CCN(S(=O)(=O)c2ccc3c4c(cccc24)C(=O)N3)CC1	-3%	9	6%	i	-6%	-8%	-4%	-2%	-2%
CC(C)CNC(=S)NC(=O)c1ccccc1Cl	9%	19	38%	i	1%	-8%	18%	-3%	8%
CCOc1cccc(NC(=O)CSc2sc3c(O)cc(=O)[nH]c3c2C#N)c1	10%	16	-6%	i	23%	-9%	10%	-6%	-1%
